Compound activity as filed in PubChem BioAssay.
PTAP TSG101 blk: blocks PTAP/TSG101 interaction to inhibit HIV-1 budding; Q99816; Fluorescence polarization, FITC-PTAP peptide / Tsg101 binding; Potency, µM (series often up to 115 µM), inactives show at the top dose activity change, negative = inhibition, actives largely listed as inhibitors; 340,000 tested, under 10 active; active = well fitted inhibition curve with a large enough effect in the main read-out, with a control signal flat, not every such curve was filed as active; inconclusive = small, poorly fitted or top-dose-only effect, or effect the other way, or a change in a side signal; inactive = no such curve, though single readings can be large or run the other way; also: potency is read from the fitted curve at half-maximal effect; % of control where 0% means no effect
Target sequence (Q99816 whole entry, looked up): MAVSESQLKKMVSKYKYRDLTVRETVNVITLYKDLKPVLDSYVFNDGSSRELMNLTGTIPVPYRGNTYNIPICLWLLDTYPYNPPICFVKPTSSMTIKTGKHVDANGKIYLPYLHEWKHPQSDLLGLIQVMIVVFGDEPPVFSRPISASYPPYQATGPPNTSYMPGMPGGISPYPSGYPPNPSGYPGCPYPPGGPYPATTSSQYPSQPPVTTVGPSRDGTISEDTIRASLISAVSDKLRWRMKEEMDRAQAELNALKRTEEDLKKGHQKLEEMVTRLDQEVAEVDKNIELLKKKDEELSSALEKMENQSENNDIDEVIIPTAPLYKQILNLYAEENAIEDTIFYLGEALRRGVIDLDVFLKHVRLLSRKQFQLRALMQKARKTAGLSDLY
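FP read-out: FITC-PTAP peptide, 50 nM final, binding Tsg101 binding domain, 10 uM final; 20 min, r.t.; 10 mM HEPES pH 7.5, 0.15 M NaCl, 0.01% Tween 20, 3 mM EDTA, 0.1 mM TCEP.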
Menin-MLL TR inh: inhibitors of human menin-MLL interaction, mutant MLL peptide; O00255; Potency, µM (titrated, usually from 61.6 µM), for the others: top-dose FP activity change, negative = inhibition, hits mostly inhibitors; Menin + Texas Red MLL mutant peptide, fluorescence polarization; hit rate 0.23% among 270,000; active = well fitted inhibition curve with a large enough effect in the polarisation, with a control signal flat, not every such curve was filed as active; inconclusive = small, poorly fitted or top-dose-only effect, or effect the other way, or a change in a side signal; inactive = no such curve, though single readings can be large or run the other way; the % refers to the polarisation; also: potency is read from the fitted curve at half-maximal effect; % of control where 0% means no effect; many of its hits are not listed in these tables
MBNL1 CUG block: inhibitors of human MBNL1 binding to CUG repeat RNA; TR-FRET MBNL1-His/biotin-(CUG)12 binding, 665/545 ratio; Potency, µM (top dose mostly 57.5 µM), without a hit: at the highest dose activity change, negative = inhibition, actives largely listed as inhibitors; hit rate 0.036% among 280,000; AID 2675; active = well fitted inhibition curve with a large enough effect in the signal ratio, with a control signal flat, not every such curve was filed as active; inconclusive = small, poorly fitted or top-dose-only effect, or effect the other way, or a change in a side signal; inactive = no such curve, though single readings can be large or run the other way; the % refers to the signal ratio; also: potency is read from the fitted curve at half-maximal effect; % is scaled to controls: 0 for no effect and ±100 for the full control effect
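Inhibition of protein-RNA binding appears as loss of TR-FRET between terbium anti-His antibody on MBNL1-His and streptavidin-XL665 on biotin-(CUG)12. Activity is normalized to buffer-only and uninhibited-complex controls.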
CXXC DNA block: inhibitors of human MLL CXXC domain-DNA interaction | MLL-CXXC / FITC-HOXA9 DNA fluorescence polarization | Potency, µM (series often up to 115 µM), for inactives: at the highest dose activity change, negative = inhibition, hits mostly inhibitors | hit rate 0.037% among 290,000 | AID 2662; active = well fitted inhibition curve with a large enough effect in the polarisation, with a control signal flat, not every such curve was filed as active; inconclusive = small, poorly fitted or top-dose-only effect, or effect the other way, or a change in a side signal; inactive = no such curve, though single readings can be large or run the other way; the % refers to the polarisation; also: potency is read from the fitted curve at half-maximal effect
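Purified MLL-CXXC (added from a 7 uM solution) was preincubated 5 min at ambient with pinned compounds in 50 mM Tris-HCl pH 7.5, 50 mM NaCl, 1 mM DTT, 0.05% BSA. Fluorescein-labeled HOX-A9 DNA (50 nM solution) followed, 30 min, then polarization read.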
ASM inhibitor: human S-ASM enzyme inhibition. P17405. placental ASM, HMU-PC fluorogenic substrate, 60 min. Potency, µM (doses to about 57.5 µM), for inactives: at the highest dose activity change, negative = inhibition, hits mostly inhibitors. hit rate 0.006% among 340,000. AID 504937; also: potency is read from the fitted curve at half-maximal effect
Target sequence (P17405 47-631 limits assumed): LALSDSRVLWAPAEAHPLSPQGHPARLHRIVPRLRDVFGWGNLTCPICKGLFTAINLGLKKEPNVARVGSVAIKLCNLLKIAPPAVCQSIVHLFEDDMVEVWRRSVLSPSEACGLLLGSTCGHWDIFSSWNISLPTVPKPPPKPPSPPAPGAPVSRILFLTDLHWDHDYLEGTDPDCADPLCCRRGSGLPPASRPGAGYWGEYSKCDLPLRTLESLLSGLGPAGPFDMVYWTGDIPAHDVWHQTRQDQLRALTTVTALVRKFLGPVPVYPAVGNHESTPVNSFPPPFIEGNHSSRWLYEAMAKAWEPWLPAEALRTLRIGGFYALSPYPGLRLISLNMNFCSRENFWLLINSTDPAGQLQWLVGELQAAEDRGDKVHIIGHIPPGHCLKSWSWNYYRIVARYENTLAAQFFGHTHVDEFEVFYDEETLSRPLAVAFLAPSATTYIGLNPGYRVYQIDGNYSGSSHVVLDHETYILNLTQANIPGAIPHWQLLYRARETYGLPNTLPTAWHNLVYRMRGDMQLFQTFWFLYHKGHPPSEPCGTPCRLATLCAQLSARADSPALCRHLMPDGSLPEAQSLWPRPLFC
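qHTS format. ASM enzyme prepared from human placenta hydrolyses the fluorogenic substrate HMU-PC0 (9 uM final) over 60 min at 37 °C after a 10 min compound preincubation.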
a7 integrin act: activates integrin-mediated alleviation for muscular dystrophy. alpha7betagal myoblasts, beta-gal FDG fluorescence, 48 h. Potency, µM (highest dose often 38.3 µM), for the others: at the highest dose activation, usual class: activators. hit rate 0.064% among 350,000. AID 624291;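 also: potency is read from the fitted curve at half-maximal effect; 100% = response of the positive control SU9516; nearly all actives have a fitted effect of over 60% in size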
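alpha7betagal+/- myoblasts (passage 13, 250/well) treated 48 h at 37C with compounds at 1:260 dilution of DMSO stock. Lysed, then beta-galactosidase activity read as FDG fluorescence (ex 480/em 540) after 30 min, with pre-read for autofluorescence.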
TSHR antag: antagonists of human thyroid stimulating hormone receptor. activity change, negative = inhibition, % at 11.5 µM. P16473. hit rate 0.2% among 330,000. TSHR-expressing cells, TSH-stimulated cAMP HTRF, 2 h; hits give low values;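 active = activity change below a set negative limit, meaning inhibition stronger than a set level, cut at about -70% in these data; inconclusive = activity change between two set negative limits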; also: % is scaled to controls: 0 for no effect and ±100 for the full control effect
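Antagonism was scored as loss of TSH-driven cAMP in TSHR cells, stimulated with 4nM TSH (EC80) for 2 hours at 37 deg C and detected by homogeneous HTRF competition immunoassay.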
AT treatment: candidate therapy for ataxia-telangiectasia; AID 485349; Potency, µM (doses to about 57.5 µM), for the others: top-dose activation, actives largely listed as activators; hit rate 0.19% among 320,000; […] A-T fibroblasts, KAP-1 phosphorylation AlphaLISA; neocarzinostatin DNA damage 30 min before lysis; also: potency is read from the fitted curve at half-maximal effect; % of control where 0% means no effect; nearly all actives have a fitted effect of over 45% in size
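hTERT-immortalized A-T patient fibroblasts ([…]), 500 cells/well in OPTI-MEM, 1% FBS, got compounds for 60 min, then NCS for 30 min at 37C. Lysates were then assayed for phospho-KAP-1 by AlphaLISA (anti-pKAP1 donor, anti-KAP1 acceptor beads), 6 hr at 25C.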
TCR act: activators of T cell receptors; primary human leukocytes, anti-CD3, IL-2 HTRF, 48 h; Potency, µM (doses to about 9.22 µM), without a hit: top-dose activation of IL-2 secretion, actives largely listed as activators; 330,000 tested, under 10 active; also: % of control where 0% means no effect
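Primary human leukocytes receive a-CD3 beads and test compound and are incubated 48 hr. Secreted IL-2 is then assayed by HTRF, measuring 665nm acceptor emission after 320nm excitation of the europium donor.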
Mito fusion yeast: blocks mitochondrial division or promotes mitochondrial fusion; S. cerevisiae fusion-defective mutant growth rescue, CellTiterGlo 48 h; Potency, µM (series often up to 46.1 µM), for inactives: at the highest dose growth rescue (activation), usual class: activators; hit rate 0.23% among 320,000; AID 485298;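 also: potency is read from the fitted curve at half-maximal effect; % of control where 0% means no effect; nearly all actives have a fitted effect of over 45% in size; temperature-sensitive fusion mutants such as fzo1-1 at 37 °C on non-fermentable ethanol glycerol medium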
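Growth-rescue viability read-out: after 48 h at the non-permissive 37C in glycerol/ethanol YPEG, yeast mitochondrial fusion mutants are measured by CellTiterGlo luminescence; compounds (23 nl pinned per well) restoring growth score as division inhibitors or fusion activators.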
Starred values were filed as active, the others as inactive; ? = inconclusive; . = no result given; [ ] = another dose, or the depositor's remark. Unless noted, calls follow the shape of the dose curve; as a rule, active = well fitted curve in the direction sought with a large enough effect; inconclusive = small, poorly fitted or top-dose-only effect, or another doubt; inactive = no such curve, though single readings can be large; an effect the other way counts as inactive or inconclusive. Some of the compounds tested (hit frequency here may not be typical).

SMILES | PTAP TSG101 blk | Menin-MLL TR inh | MBNL1 CUG block | CXXC DNA block | ASM inhibitor | a7 integrin act | TSHR antag | AT treatment | TCR act | Mito fusion yeast
CN(Cc1ccccc1)C(=O)c1[nH]cnc1C(=O)N[C@@H](Cc1ccccc1)C(=O)OC(C)(C)C | . | -15% | -9% | 21% | 2% | 17% | -4 | -8% | -8% | 2%
COc1ccc(-c2cc(C(=O)Nc3cc(C)nn3-c3ccccc3)no2)cc1OC | -1% | 0% | 7% | 0% | 1% | 21% | -2 | -1% | 9% | 4%
Cc1ccc2oc(=O)c3cc(C(=O)NCCCN4C(C)CCCC4C)sc3c2c1 (stereo not drawn) | -4% | . | ? | -8% | -4% | -57%[inhibitor] | 5 | -14% | -4% | 2%
CSCC(=O)NC1CCCN(C2Cc3ccccc3C2)C1 (stereo not drawn) | -7% | 2% | -2% | -6% | 3% | -15% | 2 | 2% | 7% | 2%
Cc1cccc(C)c1NC(=O)COC(=O)c1ccc2[nH]c3c(c2c1)CCCC3 | 1% | ? | -5% | 12% | -5% | -41% | -4 | -3% | -1% | -3%
Cc1ccc2nc(SCC(=O)NCCc3ccccc3)nc(=O)n2c1 | 0% | . | . | . | 3% | -3% | 8 | 4% | -4% | -11%
COc1ccc(O)c(/C=C(\C#N)C(=O)Nc2ccccn2)c1 | -9% | -11% | ? | 15% | 68%[activator] | ? | -11 | 7% | -6% | 4%
O=C(Cc1cccs1)NNC(=O)c1ccccc1Cl | 0% | . | . | . | 2% | 7% | 1 | 0% | -18% | -3%
Cc1ccc(C)c(/C(O)=C2/C(=O)C(=O)N(CCN3CCOCC3)C2c2ccc(C)o2)c1 (stereo not drawn) | -5% | -2% | 14% | 3% | 0% | -26% | 2 | -12% | 1% | 6%
OC(COc1ccc2c(c1)OCO2)CN1CCN(c2ccccc2)CC1 (stereo not drawn) | -2% | -18% | . | 4% | -2% | 14% | 32 | 1% | -4% | -2%
Oc1ccc(/C=N/Nc2cc(N3CCOCC3)nc(N3CCOCC3)n2)cc1O | -1% | ? | ? | 9% | 62%[activator] | -15% | -7 | -2% | 4%[46.1 µM] | 0%
COc1ccc(NC(=O)c2ccc(NS(=O)(=O)c3c(C)noc3C)cc2)cc1OC | -2% | 12% | -4% | -1% | -2% | -12% | 2 | -5% | 1% | 1%
CCOC(=O)C1CCCN(Cc2cccc(Oc3ccccc3)c2)C1 (stereo not drawn) | -1% | -7% | -2% | 3% | 0% | 0% | -7 | 21% | -51% | -4%
O=C(O)c1ccc(N2CCS(=O)(=O)CC2)cc1 | -3% | 3% | 1% | 7% | 0% | 33% | -7 | -2% | -8% | -9%
Cc1cc(C)cc(N2CC34C=CC(O3)C(C(=O)OCC(=O)NCc3ccco3)C4C2=O)c1 (stereo not drawn) | -4% | -11% | -6% | -2% | 1% | 10% | -1 | 7% | -5% | -2%
CCN1CCN(c2nc3c(c(=O)[nH]c(=O)n3C)n2CCCc2ccccc2)CC1 | 1% | 7% | 6% | -2% | -3% | -15% | 7 | 3% | -5% | -11%
COc1ccc(NC2c3ccccc3C(=O)N2c2ccccn2)cc1 (stereo not drawn) | 2% | . | -5% | 5% | 2% | ? | 2 | 6% | 0% | 7%
c1ccc(Sc2ccccn2)cc1 | -3% | . | . | . | 5% | -1% | . | . | 44% | .
CC(=O)N1CCc2cc(S(=O)(=O)CCC(=O)NCCc3ccc(Cl)cc3)ccc21 | -7% | 0% | -4% | 1% | 0% | 5% | -1 | -1% | 2% | 9%
O=c1cc(CSc2nnc(COc3ccccc3Cl)o2)nc2sccn12 | -6% | ? | 8% | 1% | -1% | 22% | 3 | . | -13% | 9%

Taken from the entries so far for reference:
SMILES | PTAP TSG101 blk | Menin-MLL TR inh | MBNL1 CUG block | CXXC DNA block | ASM inhibitor | a7 integrin act | TSHR antag | AT treatment | TCR act | Mito fusion yeast
CN(Cc1ccccc1)C(=O)c1[nH]cnc1C(=O)N[C@@H](Cc1ccccc1)C(=O)OC(C)(C)C | . | -15% | -9% | 21% | 2% | 17% | -4 | -8% | -8% | 2%
COc1ccc(-c2cc(C(=O)Nc3cc(C)nn3-c3ccccc3)no2)cc1OC | -1% | 0% | 7% | 0% | 1% | 21% | -2 | -1% | 9% | 4%
Cc1ccc2oc(=O)c3cc(C(=O)NCCCN4C(C)CCCC4C)sc3c2c1 (stereo not drawn) | -4% | . | ? | -8% | -4% | -57%[inhibitor] | 5 | -14% | -4% | 2%
CSCC(=O)NC1CCCN(C2Cc3ccccc3C2)C1 (stereo not drawn) | -7% | 2% | -2% | -6% | 3% | -15% | 2 | 2% | 7% | 2%
Cc1cccc(C)c1NC(=O)COC(=O)c1ccc2[nH]c3c(c2c1)CCCC3 | 1% | ? | -5% | 12% | -5% | -41% | -4 | -3% | -1% | -3%

Further entries
SMILES | PTAP TSG101 blk | Menin-MLL TR inh | MBNL1 CUG block | CXXC DNA block | ASM inhibitor | a7 integrin act | TSHR antag | AT treatment | TCR act | Mito fusion yeast
O=c1cn[nH]c2ccc(Br)cc12 | 0% | . | . | . | 3% | -14% | . | . | -5% | .
CCOC(=O)Cc1csc(NS(=O)(=O)c2ccc(Cl)cc2)n1 | -1% | -2% | . | ? | 3% | 20% | 5 | -1% | 3% | 0%
O=c1[nH]n(-c2cccc3cccnc23)c(=O)c2ccccc12 | -2% | 4% | ? | -7% | 3% | -17% | 0 | -4% | . | -11%
CC(C)Oc1ccc(/C=N/NC(N)=S)cc1 | 0% | 6% | 1% | -4% | 1% | -22% | 1 | 10% | 1%[46.1 µM] | -2%
O=[N+]([O-])c1ccc(S(=O)(=O)N/N=C/c2cccs2)cc1 | -2% | 6% | ? | 8% | -1% | -2% | -1 | -6% | 0%[46.1 µM] | 1%
Cn1c(=O)c2c(nc(Br)n2C/C=N/NC(N)=S)n(C)c1=O | -1% | . | -18% | -2% | 3% | -11% | 15 | 7% | 14% | -3%
COc1ccc2nnc(-c3ccccc3)n2n1 | -4% | -2% | -9% | 0% | 3% | -1% | -1 | 4% | -1% | 2%
O=C(c1ccc2snnc2c1)N1CCOCC1 | 2% | -1% | 0% | 6% | 0% | 11% | -8 | 2% | -4% | -3%
CCNc1nc(NC(C)C)nc(Oc2ccc(OCCOc3ccccc3)nn2)n1 | 0% | -15% | -3% | -4% | 0% | 15% | -9 | 3% | 5% | -3%
COc1cc(C(=O)NNC(=O)c2nn(C)c(=O)c3ccccc23)cc(OC)c1OC | -2% | . | . | . | 2% | -1% | 0 | -1% | 3%[46.1 µM] | .
CCOC(=O)CCc1c(C)nc2c(c(C)nn2C(C)(C)C)c1C | 0% | 7% | -6% | 1% | ? | -17% | -14 | 11% | -1% | 7%
O=C(NCc1ccccn1)Nc1ccc(Br)cc1Cl | 0% | . | 0% | 1% | 1% | -15% | 11 | 2% | -3% | -2%
O=C(CCS(=O)(=O)c1ccc2c(c1)NC(=O)CO2)NCCc1ccc(Cl)cc1 | 0% | 12% | -5% | 2% | 0% | 9% | -1 | -5% | 0% | 3%
O=C(CSc1nnc(-c2ccc(O)cc2)n1-c1ccccc1)CC(=O)Nc1ccccc1 | -2% | -8% | -11% | 2% | -5% | -12% | -4 | 1% | -3%[46.1 µM] | 6%
CCOc1ccc(C(c2c(O)nc(SC)[nH]c2=O)c2c(O)nc(SC)[nH]c2=O)cc1 | -2% | . | . | . | 4% | -2% | . | . | 0% | .
CC(=O)N1CCc2cc(S(=O)(=O)NCCC(=O)Nc3ccc4c(c3)OCCO4)ccc21 | -2% | -11% | -3% | -1% | 3% | 36% | -6 | 8% | -2% | 1%
Cc1cccn2c(=O)nc(SCC(=O)Nc3ccc4c(c3)OCCO4)nc12 | -1% | . | . | . | -3% | -2% | 18 | -5% | -5% | -32%[inhibitor]
Cc1ccc(NS(=O)(=O)c2cccc(C(=O)NCC(c3ccc(F)cc3)N3CCOCC3)c2)cc1 (stereo not drawn) | -5% | . | . | . | -4% | -3% | -13 | 7% | 4% | 2%
C=CCN(C(=O)c1ccc(Cl)cc1)c1ccccc1C(=O)NCC(=O)O | 0% | . | -15% | 12% | 1% | 17% | 1 | 2% | -2% | 3%
COc1ccc(Nc2nnc(-c3ccc(O)cc3)c3ccccc23)cc1 | -8% | 0% | ? | 14% | -5% | -36% | -3 | 1% | -5% | 0%
